BL2 CD40 inh: CD40 pathway inhibition in BL2 cells; hit rate 0.94% among 83,000; inhibition, % at 10 µM; BL2 NF-kB luciferase reporter, CD40L-induced, 4 h;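 active means mean inhibition of at least 50% with a set share of replicates also reaching that level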;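 further: 0% = neutral control wells and 100% = IKK inhibitor VII at 50 µM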
The depositor's hits bear a star; & = joins results of further samples; ! = repeats disagree; [ ] = dose if it differs, or a comment. This is a subset, so the mix of outcomes need not match the whole.

SMILES	BL2 CD40 inh
CCc1nc2c(OCc3c(C)noc3C)cccn2c1N(C=O)Cc1ccc(OC)cc1	3.5
CCC(=O)N1[C@H](CNC(=O)COC)[C@@H](c2ccc(-c3ccccc3)cc2)[C@@H]1CO	-2.2[25 µM]
Nc1cccc(-c2nc3ccc(C(=O)c4ccccc4)cc3[nH]2)c1	-42.4
N#C[C@@H]1[C@H](c2ccccc2-c2ccccc2F)[C@H](CO)N1C(=O)c1cccc(F)c1	8.1[25 µM]
OC[C@H]1[C@@H](c2ccccc2)C2(CN(Cc3nccs3)C2)N1CC1CCOCC1	-4.0[25 µM]
CN(C)C(=O)c1cn(-c2ccccc2)nc1-c1cccc([N+](=O)[O-])c1	2.3
COc1ccc(NC(=O)N2CCCC2)cc1OC	2.8
C/C=C/c1ccc(C2[C@H]3CNC[C@@H]2N3Cc2ccccc2OC)cc1 (stereo partly specified)	3.4&-7.0
CCN(CC)c1ccc(/C=N\NC(=O)c2cccc3cc[nH]c23)cc1	-77.6
CSc1ncccc1C(=O)NNC(=O)c1csc(N2CCOCC2)n1	7.9
O=C(NC1Cc2ccccc2C1)[C@@H]1[C@@H](CO)[C@@H]2Cn3c(cccc3=O)[C@@H]2N1C(=O)c1cnccn1	1.2[25 µM]
CCc1ccc(/C=C2\SC(=S)N(CCC(=O)N3CCN(C)CC3)C2=O)cc1	-22.6
COc1ccc(NC2CS(=O)(=O)CC2OC(=O)c2ccc(F)cc2)cc1 (stereo unspecified)	17.3
CCC(=O)N1[C@@H](CO)[C@@H]2c3ccccc3N(C(=O)c3ccccc3F)C[C@@H]21	-3.6[25 µM]
Cc1cc(C)n(-c2cc(N3CCN(C(=O)c4cccc(F)c4)CC3)ccc2[N+](=O)[O-])n1	-8.2
O=C(CN1C(=O)c2cccc3cccc1c23)NCc1ccc2c(c1)OCO2	-10.2
O=C(NNC(=O)c1cc(F)c(F)cc1Cl)c1ccc(NS(=O)(=O)c2cccs2)cc1	6.1
Cc1ccc(C)c(OCc2cc(C(=O)N3CCN(C4CCCCC4)CC3)no2)c1	-1.3
Cc1ccc(CNC(=O)CN2C(C)CCCC2C)cc1 (stereo unspecified)	7.5
S=C(Nc1ccc(Cl)cc1)Nc1ccc2cn[nH]c2c1	-21.7
C[C@H](CO)N1C[C@H](C)[C@H](CN(C)C(=O)Nc2ccccc2C(F)(F)F)OCc2ccccc2-c2c(n(C)c3ccccc23)C1=O	37.7[25 µM]
CC(C)CCSc1nnc(N)s1	-14.3
COc1ccc(CN2C(=O)c3ccccc3C2=O)cc1C(=O)N(C)CC(=O)Nc1ccc(C)cc1	-1.1
Cc1ccc(NC(=O)COC(=O)C2CC3CCCC(C2)C3=O)c([N+](=O)[O-])c1 (stereo unspecified)	-2.1
CCOC(=O)c1c(C)[nH]c(C(=O)OCC(=O)c2ccc3c(c2)NC(=O)CO3)c1C	3.0

Additional compounds:
SMILES	BL2 CD40 inh
COCCN(C(=O)CSCC(=O)Nc1cccc(C)c1)c1c(N)n(Cc2ccccc2)c(=O)[nH]c1=O	13.0
CC(C)C12CN3CC(C(C)C)(CN(C1)C3c1ccccc1O)C2=O (stereo unspecified)	13.3
O=S1(=O)CCN2N=C(C3CC3)SC2=N1	6.7
C/C=C/c1ccc([C@H]2[C@@H](CO)N3C(=O)CN(S(=O)(=O)c4ccccc4)C[C@@H]23)cc1	12.2[25 µM]
O=C(Nc1ccc(C(F)(F)F)cc1)N[C@@H]1C=C[C@H](CC(=O)N2CCCCC2)O[C@H]1CO	6.2[25 µM]
CN1CC(=O)N/C1=N/C(=O)Nc1cccc(Cl)c1	-5.1[25 µM]
CCOc1ccccc1N1CC(C(=O)N(CC)CC(=O)Nc2ccc3c(c2)OCCO3)CC1=O (stereo unspecified)	10.8
CN(C)C(CNC(=O)CN1C(=O)NC2(CCc3ccccc32)C1=O)c1ccco1 (stereo unspecified)	-0.3
COc1ccccc1-c1ccc([C@@H]2[C@H](C#N)N[C@@H]2CO)cc1	-15.9[25 µM]
O=C(N[C@@H]1CC[C@@H](CCn2cc(-c3ccccc3F)nn2)O[C@@H]1CO)c1ccc2c(c1)OCO2	-1.9[25 µM]
c1ccc(C2=Nn3c(nnc3-c3cccnc3)SC2)cc1	4.7
COc1ccc(N2CC(C(=O)N3CCc4ccccc43)CC2=O)cc1 (stereo unspecified)	13.8
O=C(C1CCN(c2ncnc3c2sc2cccc(F)c23)CC1)N1CCCC1	-6.9
CCC1(c2ccc(F)cc2)NC(=O)N(CC(=O)NC2CCCC(C)C2C)C1=O (stereo unspecified)	-1.4
CCOC(=O)[C@H]1O[C@@H]1C(=O)N[C@@H](CC(C)C)C(=O)NCCC(C)C	18.0
CC(C)NC(=O)N1C[C@H]2[C@@H](c3ccccc31)[C@H](CO)N2C(=O)c1ccc(F)cc1	-16.6[25 µM]
CC(C)c1ccc(C(=O)NCCCN(C)C)cc1	32.2
C[C@H](CO)N1C[C@H](C)[C@@H](CN(C)S(=O)(=O)c2cn(C)cn2)Oc2cc(C#Cc3cccc(F)c3)ccc2S1(=O)=O	21.9[25 µM]
COc1ccc(-c2nn(-c3ccccc3)cc2C(=O)N2CCN(C(=O)c3ccco3)CC2)cc1	0.6
Cc1ccc(OCC(=O)NNC(=O)c2ccc(F)c(S(=O)(=O)N3CCOCC3)c2)cc1C	4.7
O=C1CN(S(=O)(=O)Cc2ccccc2)C[C@@H]2[C@H](c3ccc(C#Cc4ccccc4)cc3)[C@@H](CO)N12	24.0[25 µM]
CCOC(=O)c1cnc(COc2ccc(OC)cc2)[nH]c1=O	20.9
Cc1nnc(SCc2cccc(CSc3nnc(C)s3)c2)s1	-57.3
Cc1cc(NC(=O)CN(C)CC(=O)Nc2ccc(Cl)cc2)no1	11.1
O=C(Nc1ccccc1)[C@H]1[C@H](CO)[C@H]2Cn3c(ccc(C4=CCCCC4)c3=O)[C@H]2N1Cc1cocn1	3.3[25 µM]

(list continues)
SMILES	BL2 CD40 inh
O=C(COC(=O)CNC(=O)c1ccccc1)Nc1ccc(S(=O)(=O)N2CCCC2)cc1	10.4
COc1ccc(NS(=O)(=O)c2ccc(C(=O)N3CCC(C)CC3)cc2)cc1	10.0
CCc1ccc(S(=O)(=O)Nc2ccc(N3CCN(C)CC3)cc2)cc1	7.3
Cn1nc(C(=O)NNC(=O)c2cccc(Cl)c2)c2ccccc2c1=O	4.6
O=C(C[C@H]1CC[C@@H](NC(=O)CN2CCOCC2)[C@@H](CO)O1)NC1CCC1	1.3[25 µM]
Cc1noc(C)c1C(=O)Nc1ccc2c(c1)CCC2	-2.3
CCNC(=O)C1(C)CCCN1Cc1c(F)cccc1F (stereo unspecified)	7.9
COCC(=O)NCCc1nc2ccccc2[nH]1	-1.7
COc1ccccc1CN(C)C[C@@H]1OCc2ccccc2-c2c(n(C)c3ccccc23)C(=O)N([C@H](C)CO)C[C@H]1C	15.8[25 µM]
COc1ccccc1-c1ccc2c(c1)[C@@H]1[C@@H](CCN1S(=O)(=O)c1ccc(C)cc1)[C@H](CO)N2	10.7[25 µM]
CO[C@H]1CN(C)C(=O)c2cc(NC(=O)C3CCCC3)ccc2OC[C@@H](C)NC[C@H]1C	16.7&-6.1
COc1ccc([N+](=O)[O-])cc1NS(=O)(=O)c1cccc(C(=O)NCCCN2CCCC2=O)c1	6.1
CN1CCN(S(=O)(=O)c2ccc3c(c2)oc(=O)n3C)CC1	-5.2
O=C(NCC1CCCCC1)[C@H]1[C@H](CO)[C@H]2Cn3c(ccc(-c4ccc(F)cc4)c3=O)[C@@H]1N2	-6.0[25 µM]
Cc1nc2scc(-c3ccccc3)c2c(=O)o1	2.4
CCOC(=O)C1C(=O)OC(C)(C)C1C(CC)C(=O)c1ccccc1 (stereo unspecified)	3.3
CC1(C)Cc2nc(NC3CCCCC3)c(C#N)cc2CO1	11.3
O=C(/C=C/c1ccc2c(c1)OCO2)c1ccccn1	-87.2
c1cc2nnnn2nc1N1CCCCCC1	-1.6
N#C[C@@H]1[C@@H](c2ccc(C3=CCCCC3)cc2)[C@H](CO)N1C(=O)c1cccc(F)c1	-25.7[25 µM]
CCC(C(=O)NCc1cccnc1)n1nc(C)n2c(cc3occc32)c1=O (stereo unspecified)	10.2
O=C1OCCN1/N=C/c1ccc([N+](=O)[O-])o1	-2.2
COCCn1c(SCC#N)nnc1-c1ccc2c(c1)OCO2	0.8
O=C(O)CCNc1nc(C(F)(F)F)nc2ccccc12	8.6
CC(C)CSc1nsc(N)n1	-32.8

Continuation:
SMILES	BL2 CD40 inh
COc1ccc(CN(C)CC(=O)NC2CCCc3ccccc32)cc1OC (stereo unspecified)	6.7
CC(C)NCC(O)COc1ccc(Br)cc1 (stereo unspecified)	7.5
O=C(COC(=O)c1ccncc1)Nc1ccccc1	-36.0
CCNC(=O)[C@H]1[C@H](CO)[C@H]2Cn3c(ccc(-c4cccc(F)c4)c3=O)[C@@H]1N2C(=O)c1ccccn1	-0.9[25 µM]
O=C(NCCCn1ccnc1)c1ccc(NS(=O)(=O)c2ccc(Cl)c(Cl)c2)cc1	-1.2
O=C(Nc1ccc(CN2CCCCC2)cc1)c1sc2ccccc2c1Cl	-19.1
COc1ccc(OCC(=O)N2CCN(C(=O)c3cccc4ccccc34)CC2)cc1	-6.9
COc1ccc(/C=C/C(=O)OCC(=O)c2ccccc2F)cc1	-44.6
CCCn1c(SCC(=O)c2cc(C)n(-c3cc(C)on3)c2C)n[nH]c1=O	8.3
Cc1onc(-c2c(F)cccc2Cl)c1C(=O)NCCN1CCNC1=O	-0.4
COc1ccc(C(=O)N2CCN(C(=O)c3ccco3)CC2)cc1OC	7.9
CCCOCCc1nnc(N)s1	2.6
COc1ccc(S(=O)(=O)NCc2cccnc2)cc1C(=O)N1CCCCC1	10.9
CN(CC(=O)Nc1ccccc1Cl)C(=O)COC(=O)c1cc(S(=O)(=O)N(C)C)ccc1N1CCCC1	-1.4
CC(=O)N1c2ccccc2C(C)CC12CCCCC2 (stereo unspecified)	5.5
CC1CCCCN1C(=O)COc1ccc(NC(=O)c2ccco2)cc1 (stereo unspecified)	-25.8
O=C1NCCNC1c1ccccc1 (stereo unspecified)	8.1
CC(=O)Nc1ccc(C(=O)NCCCSc2ccccc2)cc1	-8.0
CCN(CC(=O)Nc1cc(Cl)ccc1C)C(=O)CN1C(=O)NC(CC)(c2ccccc2)C1=O (stereo unspecified)	2.4
O=C(NC1CCCC1)N1CCCCN2[C@H](C1)[C@@H](c1ccc(-c3cccnc3)cc1)[C@@H]2CO	-13.5[25 µM]
COc1ccc(NS(=O)(=O)c2cccc(C(=O)NNC(=O)CN3C(=O)NC(C)(C)C3=O)c2)cc1	8.0
COc1ccccc1-c1ccc([C@H]2[C@H](CO)N3CCCCN(Cc4ccncc4)C[C@@H]23)cc1	9.4[25 µM]
Cc1cc(C(F)(F)F)n2ncc(C(=O)O)c2n1	10.3
CNC(=O)C(=O)NCCC1CCCCN1S(=O)(=O)c1cccs1 (stereo unspecified)	10.4
COc1ccc(OC)c(CN(CCN2CCOCC2)C(=O)Nc2ccccc2)c1	-35.8

Next entries.
SMILES	BL2 CD40 inh
COc1ccc(C(C)(C)C)cc1NC(=O)CN1C(=O)C(=O)N(Cc2ccco2)C1=O	-2.8
Cc1cc(C)cc(NC(=O)COC(=O)CNC(=O)C2CCCCC2)c1	-5.0
O=C(NCCc1ccccc1)c1ccc2nccnc2c1	72.2*
COc1cc2c(cc1OC)-c1nnc(C)n1C1(CCCC1)C2	5.8
O=C(NCCc1ccncc1)[C@@H]1[C@@H](CO)[C@@H]2Cn3c(cccc3=O)[C@H]1N2Cc1ccccc1F	9.0[25 µM]
CCc1onc(C)c1C(=O)O	3.8
CSc1nsc(NN)n1	-77.7
COc1cccc(-c2csc(N3CCN(C(=S)Nc4cccc(C)c4)CC3)n2)c1	-29.1
COC(=O)c1cccc(NC(=S)Nc2cc(Cl)ccc2OC)c1	-9.4
CCCN(Cc1ccccc1)C(=O)Nc1ccc2c(c1)nnn2C	-33.3
CN(C(=O)CCN1C(=O)/C(=C/c2ccc(F)cc2)SC1=S)C1CCS(=O)(=O)C1 (stereo unspecified)	-17.3
Cc1ccc(S(=O)(=O)N(C)C[C@@H]2OCc3ccccc3-c3c(n(C)c4ccccc34)C(=O)N([C@@H](C)CO)C[C@@H]2C)cc1	2.2
CSc1nnc(SCC#N)s1	4.0
CC(NC(=O)c1cccc(S(=O)(=O)N2CCN(C)CC2)c1)c1ccc(Cl)cc1Cl (stereo unspecified)	5.3
COc1ccc(COC(=O)c2ccc(C)c(S(=O)(=O)N3CCOCC3)c2)cc1F	-5.9
O=C(Nc1ccccc1)N1CC(=O)N2[C@@H](CO)[C@@H](c3ccc(C#CC4CCCC4)cc3)[C@@H]2C1	4.3
CC(C)(Oc1ccc(Cl)cc1)C(=O)NCc1ccc(S(N)(=O)=O)cc1	-1.4
C[C@H](CO)N1C[C@H](C)[C@@H](CN(C)C(=O)c2ccccc2)OCc2ccccc2-c2ccccc2C1=O	-10.6
CCn1c(SCc2nc3ccccc3[nH]2)nnc1-c1ccncc1	-8.3
CCN(CC)Cc1cc(C(=O)O)c(C)o1	3.4
COc1cccc(S(=O)(=O)N2C[C@@H]3N[C@H](C2)C3c2ccc(/C=C/c3ccccc3)cc2)c1 (stereo partly specified)	45.6*!
COc1ccc2[nH]c3c(=O)n(Cc4ccc(C(=O)N5CCCCCC5)cc4)c(=S)[nH]c3c2c1	-20.2
